Pol beta inh – qHTS Assay for Inhibitors of DNA Polymerase Beta | P06746 | Pol beta primer extension/strand displacement, fluorescence kinetic | Potency, µM (series often up to 114 µM), for inactives: at the top dose activity change, negative = inhibition, actives largely listed as inhibitors | hit rate 1.3% among 340,000 | AID 485314, 2010; further: potency means the concentration at half of the fitted maximal effect; on the % scale 0 is the no-effect control and ±100 the full control effect
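Curves were derived by four-parameter Hill fits of normalized qHTS data. The kinetic fluorescent primer-extension read was taken at 0 and 10 min after 50 nM substrate, following a 15 min room-temperature preincubation of 10 nM enzyme with compounds.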
APE1 inh – qHTS Assay for Inhibitors of the Human Apurinic/apyrimidinic Endonuclease 1 (APE1). recombinant APE1, TAMRA/BHQ-2 abasic DNA cleavage fluorescence. Potency, µM (series often up to 65.8 µM), for the others: at the highest dose activity change, negative = inhibition, usual class: inhibitors. hit rate 0.35% among 350,000. AID 2517, 2012;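 further: potency means the concentration at half of the fitted maximal effect; plate controls were vehicle for no effect and reference inhibitor for full effect; nearly all actives have a fitted effect of over 55% in size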
Target sequence (P27695 whole entry, looked up): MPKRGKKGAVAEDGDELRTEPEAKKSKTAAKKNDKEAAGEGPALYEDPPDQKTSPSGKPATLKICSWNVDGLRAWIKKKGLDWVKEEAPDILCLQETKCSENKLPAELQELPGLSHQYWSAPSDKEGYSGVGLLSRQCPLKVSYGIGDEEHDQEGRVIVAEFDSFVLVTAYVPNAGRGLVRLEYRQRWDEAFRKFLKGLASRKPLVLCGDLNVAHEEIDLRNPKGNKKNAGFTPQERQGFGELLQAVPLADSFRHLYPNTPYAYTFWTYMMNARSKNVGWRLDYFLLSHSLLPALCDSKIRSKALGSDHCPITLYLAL
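Step 1: APE1 (0.75 nM) with compound, 15 min RT. Step 2: add 50 nM fluorophore/quencher THF duplex. Step 3: three fluorescence reads 60 s apart (525/598 nm); read 3 minus read 1 = reaction progress.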
GRP78 ERSR act – qHTS for Inducers of the Endoplasmic Reticulum Stress Response (ERSR) in Human Glioma: qHTS. U87-MG GRP78 promoter luciferase reporter, 16 h. Potency, µM, for the others: at the highest dose activation, usual class: activators. hit rate 0.02% among 420,000. AID 602332, 2012; further: potency means the concentration at half of the fitted maximal effect; series mostly up to about 76 µM; % of control where 0% means no effect; nearly all actives have a fitted effect of over 35% in size
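ERSR induction read as luciferase luminescence (Bright-Glo, 10 min at room temperature) in stably transfected human U87-MG glioma cells exposed to compounds for 16 h, using GRP78 as sensor.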
Anesthetic bind – qHTS Assay for Identification of Novel General Anesthetics | Ferritin light chain (Equus caballus), P02791 | apoferritin/1-aminoanthracene competitive binding, fluorescence | Potency, µM (top dose mostly 77.5 µM), for the others: at the highest dose activity change, negative = displacement, actives largely listed as inhibitors | hit rate 0.074% among 350,000 | AID 485281, 2010; further: potency means the concentration at half of the fitted maximal effect; on the % scale 0 is the no-effect control and ±100 the full control effect; nearly all actives have a fitted effect of over 20% in size
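Horse-spleen apoferritin (10 uM) was mixed with 50% saturated 1-aminoanthracene in PBS, exposed to compounds for 10 min at room temperature, and read for fluorescence (ex 380 nm, em 535 nm). Competitive displacement was fitted with a four-parameter Hill equation.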
BLM inh – qHTS Assay for Inhibitors of Bloom's syndrome helicase (BLM); AID 2528, 2010; recombinant BLM DNA unwinding, fluorescence dequenching; Potency, µM (titrated, usually from 56.1 µM), for the others: at the top dose activity change, negative = inhibition, usual class: inhibitors; hit rate 0.2% among 350,000;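 further: potency means the concentration at half of the fitted maximal effect; plate controls were vehicle for no effect and no enzyme for full effect; nearly all actives have a fitted effect of over 35% in size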
POLK inh – qHTS for Inhibitors of Polymerase Kappa. DNA polymerase kappa (Homo sapiens), Q9UBT6. purified Pol kappa, fluorescent DNA synthesis assay, 10 min. Potency, µM (series often up to 107 µM), without a hit: at the top dose activity, negative = inhibition, usual class: inhibitors. hit rate 0.53% among 400,000. AID 588579, 2011; further: potency means the concentration at half of the fitted maximal effect; on the % scale 0 is the no-effect control and ±100 the full control effect
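Fluorescent qHTS in 1536-well format: enzyme (10 nM) and compound sat 15 min at room temperature before 50 nM substrate (final) was added. Signal taken at 0 and 10 min; no-enzyme buffer wells were negative controls.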
Pol iota inh – qHTS for Inhibitors of Polymerase Iota | DNA polymerase iota (Homo sapiens), Q9UNA4 | Pol iota fluorescent replication assay, 10 min | Potency, µM (doses to about 115 µM), for the others: at the highest dose activity, negative = inhibition, usual class: inhibitors | hit rate 1% among 390,000; further: potency means the concentration at half of the fitted maximal effect
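Fluorescent replication assay read twice, at 0 min and 10 min after adding 50 nM (final) substrate. Enzyme (10 nM) and compounds were first incubated 15 min at room temperature; enzyme-free buffer wells were negative controls.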
LDHA inh – qHTS assay for inhibitors of human lactate dehydrogenase | purified LDHA, NADH/diaphorase-resazurin fluorescence; hits give low values | activity change, % (values are at about 110 or 230 µM) | hit rate 0.15% among 480,000; in the data active means activity change below about -30%; inconclusive means mostly about -25% to -30%;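 further: plate controls were DMSO wells for no effect and wells without enzyme for full effect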
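Human LDH5 at 2 nM final in Tris HCl pH 7.4 with 0.06 mM NADH and 0.2 mM pyruvate, reacted 5 minutes at room temperature. Remaining NADH coupled via diaphorase/resazurin; resorufin fluorescence read at 0 and 20 minutes, normalized to enzyme-free and DMSO wells.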
Pol eta inh – qHTS for Inhibitors of Polymerase Eta | DNA polymerase eta (Homo sapiens), Q9Y253 | recombinant Pol eta, fluorescent DNA replication assay | Potency, µM (doses to about 114 µM), for inactives: top-dose activity change, negative = inhibition, usual class: inhibitors | hit rate 1.2% among 390,000 | AID 588591, 2011; further: potency means the concentration at half of the fitted maximal effect; on the % scale 0 is the no-effect control and ±100 the full control effect
Target sequence (Q9Y253 whole entry, looked up): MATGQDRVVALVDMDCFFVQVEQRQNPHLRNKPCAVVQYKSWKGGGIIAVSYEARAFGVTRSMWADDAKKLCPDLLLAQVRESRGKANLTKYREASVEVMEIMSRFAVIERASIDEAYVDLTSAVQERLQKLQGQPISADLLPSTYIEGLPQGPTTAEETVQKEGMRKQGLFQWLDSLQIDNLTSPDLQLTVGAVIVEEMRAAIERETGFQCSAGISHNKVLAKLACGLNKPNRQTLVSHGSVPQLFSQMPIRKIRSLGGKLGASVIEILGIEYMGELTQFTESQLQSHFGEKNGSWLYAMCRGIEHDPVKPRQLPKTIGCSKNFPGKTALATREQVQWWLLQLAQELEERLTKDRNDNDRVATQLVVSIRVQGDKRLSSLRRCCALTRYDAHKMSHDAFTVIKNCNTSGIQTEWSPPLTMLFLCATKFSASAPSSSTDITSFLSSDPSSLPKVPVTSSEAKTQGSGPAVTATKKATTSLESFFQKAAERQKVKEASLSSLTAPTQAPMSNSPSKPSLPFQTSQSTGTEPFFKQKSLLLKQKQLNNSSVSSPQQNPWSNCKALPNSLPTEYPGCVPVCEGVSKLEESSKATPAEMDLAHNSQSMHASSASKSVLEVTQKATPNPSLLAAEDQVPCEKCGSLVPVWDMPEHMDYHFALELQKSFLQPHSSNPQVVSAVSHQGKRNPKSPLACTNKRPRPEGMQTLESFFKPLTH
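Pol eta (10 nM) was preincubated with compounds for 15 min at room temperature, after which fluorescent replication substrate (50 nM final) was added to start the reaction. Fluorescence was read kinetically at 0 and 10 min.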
Starred values were filed as active, the others as inactive; ? = inconclusive; . = not tested or not shown; & = joins results of further samples; [ ] = remark or other dose. Unless noted, the call rests on the fitted dose curve; in most records, active means well fitted curve in the direction sought with a large enough effect; inconclusive means small, poorly fitted or top-dose-only effect, or another doubt; inactive means no such curve, though single readings can be large; an effect the other way counts as inactive or inconclusive.

compound | Pol beta inh | APE1 inh | GRP78 ERSR act | Anesthetic bind | BLM inh | POLK inh | Pol iota inh | LDHA inh | Pol eta inh
CC1(C)C2([N+](=O)[O-])CN3CC1([N+](=O)[O-])CN(C2)C3c1cccnc1 (stereo not drawn) | 0% | 1% | -1% | 9% | -1% | -4% | 2%[58.9 µM] | -4 | -25%
CCCC(=O)NC1=C(N2CC2)C(=O)C(NC(=O)CCC)=C(N2CC2)C1=O | . | . | 1% | . | . | 0% | ? | 51 | -10%
CC(Cc1ccccc1)NC(=O)CCCCC(=O)NC(C)Cc1ccccc1 (stereo not drawn) | 70% | -16% | -3% | -7% | 1% | -9% | -15% | -7 | 14%
CC1=CC2OC3CC4OC(=O)C=CC=CC(=O)OCCC(C)C(O)C(=O)OCC2(CC1)C4(C)C31CO1 (stereo not drawn) | . | . | -7% | . | . | -5% | 18% | -3 | -18%
COC(=O)c1ccc(N=C(c2ccccc2)c2c(O)n(C)c(=O)n(C)c2=O)cc1 | 10% | -7% | -1% | -4% | -2% | -15% | 32µM* | 1 | 0%
CN(CC(=O)O)C(=O)[C@H](Cc1ccccc1)NC(=O)[C@@H](CCCN=C(N)N)NC(=O)[C@@H](N)Cc1ccc(O)cc1 | . | -8% | -5% | -8% | -1% | 14%[60.1 µM] | . | . | .
Cc1ccc2c(=O)n(-c3cccc(Cl)c3)c(=O)[nH]c2c1 | 1% | . | 0% | -11% | -2% | -9% | 83%[activator] | -11 | -13%
CC12CCC3C(CC=C4CC(O)CCC43C)C1C/C(=C\N1CCCC1)C2=O (stereo not drawn) | 46% | -5% | . | -3% | 1% | . | . | . | .
C[C@]12CCC(=O)C=C1C=CC1C2CC[C@]2(C)C(=O)CCC12 (stereo partly drawn) | . | 0% | -6% | . | . | -18% | 70%[activator] | -2 | 2%
COc1ccc(N2CC2c2ccncc2)cc1 (stereo not drawn) | -2% | 0% | -1% | -10% | 4% | 0% | 1% | -4 | -10%
Cc1cnn(-c2cc(Oc3ccccc3)ncn2)c1 | 2% | -1% | 4% | ? | -3% | -5% | -29%[58.9 µM] | -2 | -1%
Cc1ccc2c(c1)CC1(CN2C)C(=O)NC(=O)N(c2ccccc2C)C1=O (stereo not drawn) | 2% | -2% | -5% | 9% | 0% | -6% | -7% | 6 | -4%
CN(CC(=O)N[C@H](CO)Cc1ccccc1)C(=O)[C@H](CCS(C)=O)NC(=O)[C@@H](N)Cc1ccc(O)cc1 (stereo partly drawn) | . | 0% | -3% | 3% | . | 6%[19.4 µM] | . | . | .
COc1cc(C(=O)O)cc(OC)c1OC | . | . | 0% | . | . | 6% | 28% | -3 | -15%
N#Cc1cccc(NC(=O)N2CC3(CCN(C(=O)Oc4ccccc4)CC3)C2)c1 | . | 16% | -3% | . | 2% | -2%[60.1 µM] | . | . | .
COc1ccc(C(=O)Nc2ccc3oc(-c4ccc(F)cc4Cl)nc3c2)cc1 | ? | . | 3% | -5% | -27% | -11%[60.1 µM] | 25% | -7 | ?
Cc1cc(S(N)(=O)=O)ccc1N=Cc1c(O)n(-c2ccccc2)c(=O)[nH]c1=O | -10% | 5% | -2% | -12% | -5% | 4% | 8% | -1 | -9%
CCCCC(=O)N/N=C/c1c(O)n(CCCC)c(=S)[nH]c1=O | -5% | 4% | -4% | -5% | -2% | -9% | 7%[58.9 µM] | -7 | -13%
CC1(O)C[C@]2(C)N(O)C3CCCC[C@@H]3N2O1 (stereo partly drawn) | -20% | 4% | -2% | 12% | 0% | -19% | 2% | -3 | -11%
CN(C)C(CSC(N)=O)CSC(N)=O | . | -2% | 2% | 3% | -5% | -10%[12 µM] | . | . | .
CN(C)C(=O)CSc1nnc([C@@H](N)Cc2ccccc2)o1 | -1% | -1% | -1% | -7% | -2% | -17% | 25% | -7 | -1%
CCCn1ncc(C(=O)O)c1C | 7% | -17% | 2% | -4% | 1% | -14% | 18% | -2 | -19%
CN(C(=O)CSc1nnc(COc2ccccc2F)n1N)C1CCCCC1 | . | -8% | -8% | . | . | -3% | 31%[activator] | -7 | -13%
CCCCC(=O)N/N=C/c1c(O)n(CCc2ccc(OC)c(OC)c2)c(=O)[nH]c1=O | -16% | -2% | 1% | 4% | 3% | -10% | 9% | -5 | -14%
COc1ccc(CNC(=O)Cn2c(=O)oc3cc(S(=O)(=O)N4CCCC4)ccc32)cc1 | -6%&29% | 76%[activator] | 0% | -8%&-1% | 0%&-3% | -11%&-2% | -4%&-14% | 0&-5 | -5%

Nothing new here: 2 of the compounds above.
compound | Pol beta inh | APE1 inh | GRP78 ERSR act | Anesthetic bind | BLM inh | POLK inh | Pol iota inh | LDHA inh | Pol eta inh
CC1=CC2OC3CC4OC(=O)C=CC=CC(=O)OCCC(C)C(O)C(=O)OCC2(CC1)C4(C)C31CO1 (stereo not drawn) | . | . | -7% | . | . | -5% | 18% | -3 | -18%
COC(=O)c1ccc(N=C(c2ccccc2)c2c(O)n(C)c(=O)n(C)c2=O)cc1 | 10% | -7% | -1% | -4% | -2% | -15% | 32µM* | 1 | 0%

Back to the main list, repeating the five entries before the break.
compound | Pol beta inh | APE1 inh | GRP78 ERSR act | Anesthetic bind | BLM inh | POLK inh | Pol iota inh | LDHA inh | Pol eta inh
CN(C)C(=O)CSc1nnc([C@@H](N)Cc2ccccc2)o1 | -1% | -1% | -1% | -7% | -2% | -17% | 25% | -7 | -1%
CCCn1ncc(C(=O)O)c1C | 7% | -17% | 2% | -4% | 1% | -14% | 18% | -2 | -19%
CN(C(=O)CSc1nnc(COc2ccccc2F)n1N)C1CCCCC1 | . | -8% | -8% | . | . | -3% | 31%[activator] | -7 | -13%
CCCCC(=O)N/N=C/c1c(O)n(CCc2ccc(OC)c(OC)c2)c(=O)[nH]c1=O | -16% | -2% | 1% | 4% | 3% | -10% | 9% | -5 | -14%
COc1ccc(CNC(=O)Cn2c(=O)oc3cc(S(=O)(=O)N4CCCC4)ccc32)cc1 | -6%&29% | 76%[activator] | 0% | -8%&-1% | 0%&-3% | -11%&-2% | -4%&-14% | 0&-5 | -5%
CP(=O)(Nc1ccc(Cl)cc1)c1nc2c(s1)CCCC2 (stereo not drawn) | 1% | 10% | -4% | 1% | -2% | -8% | -23% | -5 | 0%
COC(=O)C1=C(c2ccc(F)cc2OCc2ccccc2)C[C@@H]2CC[C@H]1N2C(=O)N1CCCCC1 | . | -14% | -6% | . | . | -19% | 25% | -1 | -15%
Cc1ccc(C)c(OCC(=O)N2CCCN(C)CC2)c1 | ? | 3% | -4% | -15% | -2% | -8% | 16% | -12 | -18%
O=C(Nc1ccc(F)c([N+](=O)[O-])c1)c1cccn(Cc2ccccc2)c1=O | -1% | . | -1% | -4% | 0% | -12%[60.1 µM] | 7% | -14 | -6%
N#Cc1cc2c(nc1SCC(=O)Nc1ccc(Cl)c(C(F)(F)F)c1)C1CCN2CC1 | -1% | . | 0% | -8% | -3% | -6% | -3% | -1 | -5%
CC1CCCCC12C(=O)NC(=O)NC2=O (stereo not drawn) | . | . | -2% | . | . | -4% | -3% | -7 | -5%
C=CCn1c(O)c(C=NCCN2CCOCC2)c(=O)[nH]c1=S | 3% | 3% | 0% | -11% | -1% | 2% | 43% | 2 | 3%
CN1CCN2c3ccccc3CC3(C(=O)N(C)C(=O)N(C)C3=O)C2C1 (stereo not drawn) | 46% | ? | -4% | 9% | 0% | -6% | 11% | -3 | -13%
CCCCN1C(=N)C(CC)(CC)C(=O)NC1=O | -4% | 3% | -5% | -2% | -2% | -7% | 137%[activator] | -10 | -9%
Cc1cc(C)c(-n2c(O)c(/C=N/NC(=O)c3ccncc3)c(=O)[nH]c2=O)c(C)c1 | 2% | -5% | -2% | 0% | -3% | 7% | 21% | 1 | -19%
C#CCN1C(=O)C2(C(C#N)=C(N)OC(C)=C2C(=O)OCc2ccccc2)c2ccccc21 (stereo not drawn) | 1% | -6% | -3% | ? | -18% | -22% | -1% | 8 | -3%
COc1cc(OC)c(NS(=O)(=O)c2cc(-c3cnc(C4CC4)o3)ccc2C)cc1Cl | -1% | . | -3% | 58%[activator] | -5% | -9%[60.1 µM] | ? | 2 | -7%
O=C(Oc1ccc(Cl)c2cccnc12)N1CCCCCC1 | -2% | 2% | 7% | ? | 3% | 4% | -6% | -3 | -7%
O=C(OCCN1CCOCC1)C1(c2ccccc2)CCCC1 | 4% | -1% | -1% | -3% | 1% | -4% | 19% | -4 | -8%
C#CCN1C(C)=C(C(=O)CCO)[C@@H](c2cccc(-n3oo3)c2)C(C(=O)OC)=C1C | . | 1% | 0% | . | -8% | -11%[19.4 µM] | . | . | .
CC(=O)Oc1ccc(/C=C/c2cc(OC(C)=O)cc(OC(C)=O)c2)cc1 | . | -4% | 2% | -9% | -5% | -9%[60.1 µM] | . | . | .
C=CCn1c(O)c(N=Nc2c(C)n(C)n(-c3ccccc3)c2=O)c(=O)[nH]c1=S | -7% | -2% | -5% | -6% | -8% | -10% | 13% | 7 | ?
O=C(O)C1(c2ccc(Cl)cc2)CCC1 | 12% | -1% | -4% | 3% | 4% | -5% | -3% | -9 | -10%
COc1ccccc1OCC(=O)N1CCCC(N(C)Cc2ccccc2)C1 (stereo not drawn) | 12% | -1% | 4% | -4% | -1% | -13% | 4% | 1 | 3%
Cc1c(C)n(O)c2ccc3nonc3c12 | 3% | -5% | -2% | -7% | -7% | -9% | 36%[activator] | 13 | -6%
O=C(COc1ccc2ccccc2c1)N1CCN(Cc2c[nH]c3ccccc23)CC1 | 4% | -4% | -5% | -3% | -1% | 1% | ? | -21 | -12%

Bioassay records as filed in PubChem BioAssay.

These rows are one share of the data; the hit share may differ from the screen's.
